High-throughput results (PubChem BioAssay)
RGS4 block: human RGS4 inhibition; P49798; HEK293 M3R/RGS4 inducible, Fluo-4 calcium flux; active compounds read high; triggered by carbachol at its EC20; B-score at 10 µM; hit rate 0.45% among 310,000; AID 463165;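 active = B-score, a plate-corrected calcium signal, over three deviations above library mean, with baseline fluorescence within five deviations of library mean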;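 also: RGS4 expression induced by doxycycline in cells with stable M3 receptor; B-score is computed from the integrated fluorescence ratio over baseline after carbachol; higher B-score means a larger calcium signal and so more RGS4 inhibition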
Target sequence (P49798 whole entry, looked up): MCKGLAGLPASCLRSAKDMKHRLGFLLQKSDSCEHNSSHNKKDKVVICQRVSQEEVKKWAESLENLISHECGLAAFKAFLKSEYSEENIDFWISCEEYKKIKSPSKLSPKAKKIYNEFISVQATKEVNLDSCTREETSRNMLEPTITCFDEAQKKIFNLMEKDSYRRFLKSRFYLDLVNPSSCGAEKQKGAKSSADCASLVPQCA
MrgX1 agonist: human MrgX1 receptor agonism, primary screen; B-score at 10 µM; AID 588627; MrgX1-HEK293 cells, Fluo-4 calcium fluorescence, agonist mode; active compounds read high; hit rate 0.44% among 310,000; Q96LB2;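 active = calcium response B-score plate-corrected fluorescence ratio at least 3 library SD, with starting fluorescence B-score inside 5 SD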
Target sequence (Q96LB2 whole entry, looked up): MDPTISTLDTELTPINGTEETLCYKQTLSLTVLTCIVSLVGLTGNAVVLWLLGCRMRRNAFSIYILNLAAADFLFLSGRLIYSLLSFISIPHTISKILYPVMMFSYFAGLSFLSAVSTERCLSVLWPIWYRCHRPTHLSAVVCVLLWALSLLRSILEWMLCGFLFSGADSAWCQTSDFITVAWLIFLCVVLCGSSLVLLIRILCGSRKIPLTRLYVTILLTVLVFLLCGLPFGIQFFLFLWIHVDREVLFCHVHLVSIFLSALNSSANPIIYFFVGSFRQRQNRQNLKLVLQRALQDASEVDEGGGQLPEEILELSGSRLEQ
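Test system: HEK293 cells stably expressing human MrgX1 receptor; Input: fifteen thousand cells per well; Dosing: compound delivered in addition one of three; Schedule: overnight seeding, then 1 h dark dye loading; Technique: Fluo-4 NW calcium fluorescence; Measure: B-scored fluorescence response ratio; Controls: positive and negative controls per plate.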
ANO1 block: inhibitors of mouse TMEM16A calcium-activated chloride channel; HEK293 TMEM16A/YFP iodide influx fluorescence, ionomycin; normalized B-score (activity score, 25-100; higher = stronger inhibition) at 10 µM; hit rate 1.2% among 310,000; AID 588511;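 active = ratio plate-corrected score three or more library SD toward inhibition, starting fluorescence score within five deviations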;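 also: score derived from kinetic fluorescence span divided by baseline fluorescence per well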
KCNK3 inh: human KCNK3 channel inhibition, primary screen; O14649; CHO-KCNK3 thallium flux, FluxOR fluorescence; active compounds read low; B-score at 10 µM; hit rate 0.84% among 340,000; AID 602410;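 active = B-score under library mean minus 4 SD, starting fluorescence ratio at most library mean plus 5 SD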;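 also: more negative B-score means stronger inhibition of thallium flux through KCNK3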
Target sequence (O14649 whole entry, looked up): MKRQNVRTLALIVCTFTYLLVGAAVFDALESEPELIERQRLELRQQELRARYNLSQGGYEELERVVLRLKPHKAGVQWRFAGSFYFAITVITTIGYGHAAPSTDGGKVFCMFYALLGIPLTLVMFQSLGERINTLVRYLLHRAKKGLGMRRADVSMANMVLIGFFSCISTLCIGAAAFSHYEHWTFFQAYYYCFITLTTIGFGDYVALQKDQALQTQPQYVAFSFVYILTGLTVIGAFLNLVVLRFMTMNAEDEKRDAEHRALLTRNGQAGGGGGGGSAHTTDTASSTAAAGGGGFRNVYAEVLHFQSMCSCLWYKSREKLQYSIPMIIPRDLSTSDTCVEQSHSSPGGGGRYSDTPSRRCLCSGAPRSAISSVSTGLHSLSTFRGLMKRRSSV
ANO1 activ: activators or potentiators of mouse TMEM16A chloride channel | Q8BHY3 | HEK293 TMEM16A/YFP-H148Q/I152L, iodide quench fluorescence; active compounds read low | hit rate 0.3% among 340,000 | B-score at 10 µM | AID 623877;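 active = fluorescence-ratio B-score plate-corrected deviation score at least 3 library SD below zero, with starting fluorescence score within 5 deviations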;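 also: channel opened by trigger with iodide after compound preincubation; score built on the fluorescence ratio of max minus min over baseline; more negative score means more quench and so TMEM16A activation or potentiation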
hERG protect: shields human hERG channel from block by proarrhythmic agents. Q12809. CHO-hERG, FluxOR thallium flux, dofetilide IC70 present. activation (rescue from dofetilide block), less the hit threshold, % at 10 µM. hit rate 0.51% among 310,000. AID 1511;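 active = activation above the mean of controls blocked by dofetilide plus 5 SD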;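 also: thallium influx through hERG after potassium depolarization seen as dye fluorescence rise; in these data hits start at about 4.7%; inactives centre near -7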
RGS4 pot: potentiators or activators of RGS4 | HEK293 M3R/inducible RGS4, carbachol calcium flux Fluo4; active compounds read low | B-score at 10 µM | hit rate 0.92% among 310,000;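 active = B-score of the integrated calcium signal more than 4 SD below the library mean, with starting fluorescence not abnormally high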;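 also: negative B-score means reduced calcium response which marks RGS4 activation or potentiation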
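System: HEK293 FlpIn-TREx cells, stable M3R, doxycycline-inducible RGS4. Timing: overnight RGS4 induction, 30 min dye load 37 °C, 20 min compound RT. Also added: carbachol, ECmax concentration. Measured by: Fluo4 fluorescence kinetic imaging of calcium. Evaluation: integrated calcium ratio converted to B score.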
KCNQ1 pot: human KCNQ1 channel potentiation or activation. hit rate 0.35% among 310,000. CHO-K1 KCNQ1, thallium flux FluxOR fluorescence; active compounds read high. B-score at 10 µM. P51787;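 active = fluorescence ratio B-score, a plate-corrected score, at least three library SD, with initial intensity B-score within 5 SD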
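assay system = CHO-K1 cells stably expressing KCNQ1 | medium = assay buffer, equal DMSO in all wells | timing = 37 °C overnight plating, 90-min dark dye load, 20-min compound pretreatment | measured by = kinetic FluxOR thallium fluorescence, 10-s 1-Hz baseline, 110-s post-stimulus read | measure = fluorescence change relative to baseline, converted to B score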
KCNK9 block: human KCNK9 channel inhibition; HEK293 KCNK9, FluxOR thallium flux fluorescence; active compounds read low; B-score at 10 µM; hit rate 1.2% among 310,000; AID 488922;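 active = ratio B-score over 3 SD below the library mean, with starting fluorescence within 5 SD of its mean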;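 also: negative B-score means less thallium flux so channel inhibition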
MrgX1 PAM: human MrgX1 positive allosteric modulation, primary screen. AID 588675. MrgX1-HEK293, Fluo-4 calcium flux, FDSS; active compounds read high. B-score at 10 µM. hit rate 0.63% among 310,000;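 active = plate-corrected calcium response at least 3 library SD above typical, normal starting fluorescence, not activating the receptor alone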;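 also: compound read alongside a low EC10 to EC30 dose of BAM8-22 agonist; peak minus trough fluorescence over baseline measured at the second addition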
KCNQ1 inh: inhibitors of human KCNQ1 potassium channel | CHO-K1 KCNQ1, FluxOR thallium flux fluorescence; active compounds read high | B-score at 10 µM | hit rate 1.3% among 310,000;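 active = compounds whose thallium flux B-score, printed positive for inhibition, exceeds three library SD while starting fluorescence stays within three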;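 also: channel opened by potassium depolarization with thallium stimulus after 20 min compound exposure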
An asterisk follows results filed as active; i = inactive; x = not tested or not shown.

SMILES | RGS4 block | MrgX1 agonist | ANO1 block | KCNK3 inh | ANO1 activ | hERG protect | RGS4 pot | KCNQ1 pot | KCNK9 block | MrgX1 PAM | KCNQ1 inh
COCCN(C(=O)COC(=O)c1ccc(C)o1)c1c(N)n(Cc2ccccc2)c(=O)[nH]c1=O | i | i | i | i | i | -10 | i | i | i | i | i
Cc1ccc(OCC(=O)NNC(=O)C2CCN(c3ncnc4sc(C)c(C)c34)CC2)cc1 | i | i | i | i | i | -10 | i | i | i | i | i
O=[N+]([O-])c1ccc(/C=N/N2CCCCC2)cc1 | i | i | i | i | i | -1 | i | i | i | i | i
CCOC(=O)c1c(-c2ccc(C)cc2)csc1NC(=O)C1CCCO1 (stereo not drawn) | i | i | i | i | i | -5 | i | i | i | 13* | i
Cc1nnc(C)c2c(C)n(C(C)c3ccccc3)c(C)c12 (stereo not drawn) | i | i | i | i | x | -12 | i | i | i | i | i
CC(=O)N1CCc2[nH]c3ccc(C)cc3c2C1 | i | i | i | i | i | -8 | i | i | i | i | i
O=C(CSc1ccc(-c2ccccn2)nn1)N1CCCC1 | i | i | i | i | i | -9 | i | i | i | i | i
CS(=O)(=O)N(CC(=O)N1CCCCC1)c1ccc2c(c1)OCO2 | i | i | i | i | i | -3 | i | i | i | i | i
COC(=O)CSc1nnc(CNC(=O)c2ccccc2F)n1-c1ccc(F)cc1 | i | i | i | i | i | -16 | i | i | i | i | i
C=CCN(c1ccccc1)S(=O)(=O)c1ccc(Cl)c(C(=O)OCC(=O)c2[nH]c(C)c(C(C)=O)c2C)c1 | i | i | i | i | i | -5 | i | i | i | i | i
Cc1ccc(C(=O)c2ccc(O)cc2)cc1C | x | i | i | i | i | x | x | x | x | i | x
Cc1ccc(S(=O)(=O)N2CCN(C(=O)C3CCCCC3)CC2)cc1 | i | i | i | i | i | -8 | i | i | i | i | i
O=C(O)CSc1ncnc2sc3c(c12)CCCC3 | i | i | i | i | i | -8 | i | i | i | i | i
O=C(c1nc2ccc(Cl)cn2c1CN1CCC(O)CC1)N1CCc2ccccc2C1 | i | i | i | i | i | -16 | i | i | i | i | i
COc1cccc(-c2ccc(C#N)c(=O)[nH]2)c1 | i | i | i | i | i | -6 | i | i | i | i | i
COc1ccc(NC(=O)CSCC(=O)N(C)Cc2cccc(OC)c2OC)cc1 | i | i | i | i | i | -10 | i | i | i | i | i
CC(=O)Nc1ccc(N/C(C)=C/C(=O)c2cccnc2)cc1 | i | i | i | i | i | -11 | i | i | i | i | i
CSCC[C@H](NC(=O)NCc1ccc(F)cc1)C(=O)O | i | i | i | i | i | -7 | i | i | i | i | i
O=C(NCc1ccc(F)cc1)c1c2c(nc3ccccc13)CCC2 | i | i | i | i | i | -8 | i | i | i | i | i
COc1ccc(C(=O)N/C(=C\c2cn(S(=O)(=O)N(C)C)c3ccccc23)C(=O)NCCCn2ccnc2)cc1 | i | i | i | i | i | -11 | i | i | i | i | i
Cc1ccc(S(=O)(=O)N2CCN(c3nc(C(C)C)c4c(c3C#N)CC(C)(C)OC4)CC2)cc1 | i | i | i | i | i | -8 | i | i | i | i | i
CC(C)(C)c1ccc(C(=O)NCCC(=O)NCc2ccco2)cc1 | i | i | i | i | i | -4 | i | i | i | i | i
NC1=NC(=O)C(Cc2cccc(Cl)c2)S1 (stereo not drawn) | i | i | i | i | i | -7 | i | i | i | i | i
Cc1ccc(C(=O)OCC(=O)NCCC2=CCCCC2)s1 | i | i | i | i | i | -8 | i | i | i | i | i
CCCCC(=O)NCc1ccccc1Cl | i | i | i | i | i | -15 | i | i | i | i | i
Later entries:
SMILES | RGS4 block | MrgX1 agonist | ANO1 block | KCNK3 inh | ANO1 activ | hERG protect | RGS4 pot | KCNQ1 pot | KCNK9 block | MrgX1 PAM | KCNQ1 inh
Cc1cccc(-[n+]2c(-c3cccc(Br)c3)[nH]c3nc4ccccc4nc32)c1 | i | i | i | i | i | -20 | i | i | i | i | i
CC(C)(C)C1CCc2c(sc(NC(=O)c3cc(C4CC4)on3)c2C#N)C1 (stereo not drawn) | i | i | i | i | i | -8 | i | i | i | i | i
O=c1[nH]c(O)c(/C=C2\C=Nc3ccccc32)[nH]1 | i | i | i | i | i | -7 | i | i | i | i | i
O=c1[nH]c(=O)n(Cc2ccccc2)c2nc(-c3cccs3)n(CCO)c12 | i | i | i | x | x | -11 | i | i | i | i | i
CN(C)c1ccc(-c2ccccc2)nn1 | i | i | i | i | i | -6 | i | i | i | i | i
Cc1ccc2cccc(NC(=S)NC(=O)c3ccn(C)n3)c2n1 | i | i | i | i | i | -6 | i | i | i | i | i
COc1ccccc1NC(=O)C(C)Sc1nnnn1C (stereo not drawn) | i | i | i | i | i | -1 | i | i | i | i | i
CC(Oc1ccc(Br)cc1)C(=O)NNC(=O)CCN1CCN(c2ccccc2)CC1 (stereo not drawn) | i | i | i | i | i | -15 | i | i | i | i | i
CCNC(=S)NNc1nnc(-c2ccccc2)c(-c2ccccc2)n1 | i | i | i | i | i | -5 | i | i | i | i | i
CC(C)n1cc(CN2CCC(C(=O)Nc3cccc(-c4cccc(Cl)c4)c3)CC2)cn1 | i | i | i | i | i | -28 | i | i | i | i | i
CC(C)(C(=O)c1ccccc1)/[N+]([O-])=C/c1ccc(F)cc1 | i | i | i | i | i | -6 | i | i | i | i | i
Cc1ccc(S(=O)(=O)N(C)c2ccccc2C(=O)N2CCOCC2)cc1 | i | i | i | i | i | -4 | i | i | i | i | i
O=C(/C=C/NNC(=O)c1ccccc1)c1ccc(Br)cc1 | i | i | i | i | i | -9 | i | i | i | i | i
CCCCN1C(N)=NC[C@@H]1CCCCN | i | i | i | i | i | -5 | i | i | i | i | i
CCOc1ccccc1NC(=O)c1cccc(NC(=O)C2CCCC2)c1 | i | i | i | i | i | -17 | i | i | -13* | i | i
COc1ccc(C2CCCCCN2Cc2nc3ccccc3c(=O)n2CC(N)=O)cc1 (stereo not drawn) | i | i | i | i | i | -9 | i | i | i | i | i
Cn1c(=O)c2c(SCc3ccccn3)nc(C3CC3)nc2n(C)c1=O | i | i | i | i | i | -8 | i | i | i | i | i
Fc1ccc(-n2cc(-c3ccccc3)c3c(NN4CCOCC4)ncnc32)cc1 | i | i | i | i | i | -17 | i | i | i | i | i
O=C(c1ccc(F)cc1)C1CCN(C(=O)c2c(F)cccc2F)CC1 | i | i | i | i | i | -5 | i | i | i | i | i
Cc1nc(/C(N)=N/OC(=O)c2ccccc2Cl)c(C(F)(F)F)o1 | i | i | i | i | i | -8 | i | i | i | i | i
COc1ccc2cc3cc(C(=O)NCc4cccs4)oc3nc2c1 | i | i | i | i | i | -2 | i | i | i | i | i
Cc1ccc2c3c1C(=O)C(=O)N3C(C)(C)CC2C (stereo not drawn) | i | i | i | i | i | -4 | i | i | i | i | i
Cc1cccc(N(CC(=O)N/N=C/c2ccccc2C(=O)O)S(C)(=O)=O)c1C | i | i | i | i | i | -5 | i | i | i | i | i
Cc1cc(C(=O)OCC(=O)NCCC(C)C)c2ccccc2n1 | i | i | i | i | i | -12 | i | i | i | i | i
CCc1noc(C)c1C(=O)OCC(=O)N(C)c1c(N)n(Cc2ccccc2)c(=O)[nH]c1=O | i | i | i | i | i | -14 | i | i | i | i | i
Next compounds follow:
SMILES | RGS4 block | MrgX1 agonist | ANO1 block | KCNK3 inh | ANO1 activ | hERG protect | RGS4 pot | KCNQ1 pot | KCNK9 block | MrgX1 PAM | KCNQ1 inh
O=C(Cc1c(F)cccc1Cl)N(Cc1ccccc1)c1ccccn1 | i | i | i | i | i | -7 | i | i | i | i | i
COc1cc(C#CC#CCN2CCCCC2)ccc1O | i | i | i | i | i | -10 | i | i | i | i | i
Cn1c(CC(=O)Nc2ccccc2)nnc1SCCOc1ccccc1 | i | i | i | i | i | -5 | i | i | i | i | i
CCOC(=O)C1CCCN(Cc2ccccc2OCC)C1 (stereo not drawn) | i | i | i | i | i | -3 | i | i | i | i | i
CCS(=O)(=O)N1CCC(C(=O)NCCCN2CCCCCC2)CC1 | i | i | i | i | i | -6 | i | i | i | i | i
N=C1C(c2nc3ccccc3s2)=C(O)CN1C1CCCCC1 | i | i | i | i | i | -16 | i | i | i | i | i
COc1ccc(-n2nc3cc(N)c(Br)cc3n2)cc1 | i | i | i | i | i | -5 | i | i | i | i | i
NNc1nc2sc3c(c2c(=O)[nH]1)CCc1ccccc1-3 | i | i | i | i | i | -5 | i | i | i | i | i
CSc1nnc(C)c(=O)n1COC(=O)COc1ccccc1F | i | i | i | i | i | -15 | i | i | i | i | i
COc1ccc(CCNC(=O)C(C)SCc2ccccc2)cc1 (stereo not drawn) | i | i | i | i | i | -10 | i | i | i | i | i
CN1OC(CC(=O)O)N(c2ccc(Cl)cc2)C1=O (stereo not drawn) | i | i | i | i | i | -3 | i | i | i | i | i
O=C(c1ccc(Cl)cc1)N1CCN(CCc2ccccn2)CC1 | i | i | i | i | i | -3 | i | i | i | i | i
Cc1c(NC(=O)c2cc(C3CC3)on2)c(=O)n(-c2ccccc2)n1C | i | i | i | i | i | -7 | i | i | i | i | i
CCOC(=O)C1CCN(C(=O)c2cc(C(C)(C)C)nn2Cc2ccccc2)CC1 | i | i | i | i | i | -11 | i | i | i | i | i
CSc1cccc(NC(=S)NCCCO)c1 | i | i | i | i | i | -8 | i | i | i | i | i
COc1ccc(C(C(=O)OCCN(C)C)c2ccccc2)cc1 (stereo not drawn) | i | i | i | i | i | -3 | i | i | -6.8* | i | i
O=C1CCCN1c1ccc(C(=O)N(Cc2nnc(-c3ccccc3Cl)o2)C2CC2)cc1 | i | i | i | i | i | -6 | i | i | i | i | i
COc1ccc(NC(=O)C2CC3CCC2C3)c(OC)c1 (stereo not drawn) | i | i | i | i | i | -2 | i | i | i | i | i
